Apaf-1 inh = human Apaf-1 inhibition; O14727; reconstituted apoptosome caspase-3 activity, DEVD-Rh110 fluorescence; inhibition, % at 20 µM; hit rate 0.71% among 330,000; AID 489030; active means inhibition of at least 40% at 20 µM;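 further: plate controls were DMSO wells for no effect and DEVD-CHO caspase inhibitor wells for full effect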
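Material: reconstituted apoptosome with Apaf-1, cytochrome c, caspase-9, procaspase-3, dATP / Buffer or medium: pH 7.5 Hepes buffer with CHAPS, BSA, DTT / Also added: cytochrome c with DEVD-Rh110 / Schedule: compound with Apaf-1, dATP, procaspase-3 30 min, then 50 min reaction, room temperature / Technique: rhodamine 110 fluorescence at Ex 480/Em 540 nm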
SENP8 block-1 = inhibitors of human SENP8 protease | hit rate 1.2% among 330,000 | inhibition, % at 10 µM | AID 2540 | Q96LD8 | purified SENP8, Z-RLRGG-aminoluciferin cleavage, luminescence; in the data active means inhibition above about 50%
Target sequence (Q96LD8 whole entry, looked up): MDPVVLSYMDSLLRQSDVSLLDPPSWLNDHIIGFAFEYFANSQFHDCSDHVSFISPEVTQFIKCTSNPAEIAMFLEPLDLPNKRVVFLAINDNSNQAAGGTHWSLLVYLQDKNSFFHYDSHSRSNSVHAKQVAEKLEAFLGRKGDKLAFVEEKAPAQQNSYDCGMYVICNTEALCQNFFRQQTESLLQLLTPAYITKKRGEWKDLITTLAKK
SENP1 inh = inhibitors of human SENP1 SUMO protease catalytic domain. Q9P0U3. recombinant SENP1 catalytic domain, CyPet-SUMO1-YPet FRET cleavage. inhibition, % at 10 µM. hit rate 0.21% among 360,000. AID 624204;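 active means inhibition at least 30% at 10 µM, raw YFP signal under a set limit, fluorescence ratio 0.5 to 1.5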;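 further: 0% = enzyme with DMSO and 100% = no enzyme wells; some results filed as inactive read as strong as hits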
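Material – human SENP1 catalytic domain · Input – SENP1 enzyme, 20 pM final · Compound dosing – single concentration of 10 µM compound, 0.5% DMSO final · Timing – enzyme reaction for 50 min at room temperature, dark · Measured by – FRET fluorescence in CFP and YFP emission channels · Control set – no-enzyme wells low, DMSO-plus-enzyme wells high control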
SENP6 block = blocks the human protease SENP6 | hit rate 1.8% among 330,000 | Q9GZR1 | inhibition, % at 10 µM | Recombinant SENP6 catalytic domain, aminoluciferin luminescence;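 active means inhibition above about 50% at the single tested dose, limit read from the data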;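 further: plate controls were DMSO wells with enzyme for no effect and DMSO wells lacking enzyme for full effect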
Target sequence (Q9GZR1 628-1112 limits assumed): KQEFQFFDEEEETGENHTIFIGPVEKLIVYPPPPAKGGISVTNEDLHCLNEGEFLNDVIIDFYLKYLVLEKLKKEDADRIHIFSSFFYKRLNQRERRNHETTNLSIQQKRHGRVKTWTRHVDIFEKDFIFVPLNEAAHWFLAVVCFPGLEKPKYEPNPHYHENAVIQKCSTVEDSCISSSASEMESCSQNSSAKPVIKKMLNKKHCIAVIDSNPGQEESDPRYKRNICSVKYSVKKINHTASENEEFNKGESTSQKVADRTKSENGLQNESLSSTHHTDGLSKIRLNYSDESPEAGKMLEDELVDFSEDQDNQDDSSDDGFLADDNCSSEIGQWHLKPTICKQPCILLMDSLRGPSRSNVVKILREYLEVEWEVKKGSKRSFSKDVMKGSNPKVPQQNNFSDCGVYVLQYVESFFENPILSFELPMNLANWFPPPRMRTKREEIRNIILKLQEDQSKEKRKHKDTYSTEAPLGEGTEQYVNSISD
SENP7 block = SENP7 protease inhibition. hit rate 1.5% among 330,000. Q9BQF6. recombinant SENP7, Z-RLRGG-aminoluciferin luminescence, 40 min. inhibition, % at 5 µM;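 active means inhibition above about 50% at the single test dose, limit read from the data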;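 further: plate controls were DMSO with enzyme for no effect and no enzyme buffer wells for full effect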
Target sequence (Q9BQF6 706-1050 limits assumed): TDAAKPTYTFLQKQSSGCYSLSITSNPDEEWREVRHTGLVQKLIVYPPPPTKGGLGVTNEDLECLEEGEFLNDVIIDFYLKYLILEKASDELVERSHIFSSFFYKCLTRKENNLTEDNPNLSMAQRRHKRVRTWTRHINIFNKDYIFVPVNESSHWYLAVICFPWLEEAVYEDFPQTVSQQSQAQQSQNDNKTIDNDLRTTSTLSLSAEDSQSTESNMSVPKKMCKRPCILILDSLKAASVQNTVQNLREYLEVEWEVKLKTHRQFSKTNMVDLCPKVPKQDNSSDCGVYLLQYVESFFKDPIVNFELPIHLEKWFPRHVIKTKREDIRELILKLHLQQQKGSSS
SENP8 block-2 = inhibitors of human SENP8 protease. hit rate 0.64% among 360,000. recombinant SENP8, Nedd8 substrate fluorescence. inhibition, % at 20 µM. AID 602440; in the data active means inhibition mostly above about 40%, no sharp cut-off; inactive means mostly below about 27%
HKDC1 inhibitor = inhibitors of human hexokinase HKDC1. hit rate 0.16% among 340,000. inhibition, % at 20 µM. AID 493160. recombinant HKDC1, G6PDH/diaphorase resazurin coupled fluorescence. Q2TB90;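 active means inhibition above about 35% when tested at 20 µM, limit read from the data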;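 further: plate controls were DMSO wells with enzyme for no effect and DMSO wells lacking enzyme for full effect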
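Assay system – recombinant HKDC1 (HK5) hexokinase enzyme, produced in-house · Input – HKDC1 at 5 µg/mL · Reagent – glucose plus 1 mM ATP as hexokinase substrates · Timing – 90 min reaction incubation at room temperature, dark · Measured by – G6PDH/diaphorase-coupled fluorescence, 1 mM NADP, 100 µM resazurin, 525/613 nm · Benchmarks – DMSO-enzyme wells negative, buffer-substituted wells positive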
PfGluPho inh = PfG6PD (Plasmodium falciparum) enzyme inhibition; PfGluPho enzyme, NADPH resazurin-diaphorase fluorescence; inhibition, % at 20 µM; hit rate 0.78% among 350,000;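 active means inhibition reaching at least a set limit at 20 µM in the primary screen, cut at about 59% in these data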;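 further: 0% = DMSO wells with substrate and 100% = DMSO wells lacking glucose-6-phosphate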
An asterisk follows results filed as active; . = not tested or not shown.

1. COC(=O)c1ccccc1N1C(=O)C2C(C1=O)[C@H]1C=C[C@@H]2C1 (stereo partly drawn)
2. Cc1cccc(N2CCN(C(=O)C3CCN(S(=O)(=O)c4c(C)noc4C)CC3)CC2C)c1 (stereo not drawn)
3. O=S(=O)(c1cccc(-c2nnc(SC(F)F)n2-c2ccccc2)c1)N1CCCCC1
4. c1ccc(-n2nnnc2Oc2ccc(-n3ccnc3)cc2)cc1
5. Cn1ccc(C(=O)Nc2ccc3c(c2)OCCO3)n1
6. COc1cc(S(=O)(=O)NCc2ccncc2)c(OC)cc1Br
7. COc1cccc(-c2nnc(-c3ccc(C)o3)o2)c1
8. Cc1cc(NC(=O)CCC(=O)N(Cc2ccccc2)C(C(=O)NC2CCCC2)c2ccco2)no1 (stereo not drawn)

Screen / compound no.	1	2	3	4	5	6	7	8
Apaf-1 inh	-10	2	-1	1	-7	-9	1	5
SENP8 block-1	-1	-4	3	6	24	1	39	-10
SENP1 inh	0	1	1	1	4	2	1	1
SENP6 block	-11	9	13	5	44	1	18	-8
SENP7 block	-1	2	2	0	49	1	56*	-3
SENP8 block-2	24	5	32	4	1	7	-299	16
HKDC1 inhibitor	4	5	-4	-6	0	-3	4	0
PfGluPho inh	4	-14	2	14	7	6	3	6

9. CC(C)C(c1nnnn1C1CCCC1)N1CCOCC1 (stereo not drawn)
10. CCCC(=O)NC(NC(=S)Nc1ccc(S(N)(=O)=O)cc1)C(Cl)(Cl)Cl (stereo not drawn)
11. COc1ccc(C(=O)Oc2c(C)occc2=O)cc1OC
12. COc1ccc(C2NC(C(=O)O)Cc3c2[nH]c2ccccc32)cc1CN1CCN(c2ccc(F)cc2)CC1 (stereo not drawn)
13. COc1ccc(CCN2C(=O)C3CC(C)=C(C)CC3C2=O)cc1OC (stereo not drawn)
14. O=C(CCC(NC(=O)OCc1ccccc1)C(=O)OCC(=O)N1CCCCC1)OCC(=O)N1CCCCC1 (stereo not drawn)
15. Cc1ccc2nc(/C(C#N)=C\c3ccc(Oc4ccc(C(F)(F)F)cc4[N+](=O)[O-])cc3)[nH]c2c1
16. Cc1ccc(CN2CCC(c3nc4ccc(Cl)cc4[nH]3)CC2)cc1

Screen / compound no.	9	10	11	12	13	14	15	16
Apaf-1 inh	-18	6	-13	1	3	-5	13	-17
SENP8 block-1	0	-12	0	8	6	5	-10	-3
SENP1 inh	0	-1	1	-52	1	2	-27	-7
SENP6 block	4	2	9	-10	-3	7	-12	1
SENP7 block	2	-5	-1	1	0	9	-4	3
SENP8 block-2	12	22	34	-115	12	12	-384	-38
HKDC1 inhibitor	-2	-5	3	-3	-3	-1	16	-8
PfGluPho inh	3	9	-11	1	3	-17	-4	15

17. O=C(NCCc1c[nH]c2ccccc12)/C(=C\c1cccnc1)NC(=O)c1ccco1
18. COc1ccc(Cn2c(-c3ccc(OC)cc3)n[nH]c2=S)cc1
19. Cc1ccc2cc(C#N)c(SCC(=O)NCc3ccco3)nc2c1
20. Cc1nc(C)c(-c2csc(Nc3ncccc3C)n2)s1
21. O=C(Nc1nc2ccc(F)cc2s1)C1=NN(c2ccccc2)C(=O)CC1
22. COC(=O)C1C(=O)C2=C(CC1C)NC(C)=C(C(=O)OC1CCCCC1)C2c1ccc(N(C)C)cc1 (stereo not drawn)
23. CCC1C(=O)N=C(SCC(=O)Nc2ccccc2)NC1=O (stereo not drawn)
24. COc1ccc(CNC(=O)c2c([S-])n(-c3ccc(C)cc3)c3cccc[n+]23)cc1

Screen / compound no.	17	18	19	20	21	22	23	24
Apaf-1 inh	10	5	6	11	7	15	-11	14
SENP8 block-1	-1	7	5	61*	26	8	-5	-2
SENP1 inh	-2	2	18	2	-3	-22	-2	-2
SENP6 block	14	17	-25	67*	55*	-11	-3	-20
SENP7 block	6	8	-8	59*	11	3	0	1
SENP8 block-2	3	-11	-17	5	-42	-246	21	-208
HKDC1 inhibitor	-11	0	-3	3	13	1	-8	-7
PfGluPho inh	-4	34	10	10	-17	19	3	30

25. CCC(C)NC(=O)Cn1cnc2sc(C)c(S(=O)(=O)N3CCN(c4ccccc4OC)CC3)c2c1=O (stereo not drawn)
26. CCCOc1ccc(-c2c(C(=O)N/N=C/c3ccc(C)cc3)nnn2-c2nonc2N)cc1
27. O=C(Nc1ccc(F)cc1)c1ccc2nc[nH]c2c1
28. CSC1=NCCCN1C(=O)c1c(-c2ccccc2Cl)noc1C
29. C=CCn1c(=O)n(C(=O)OCC)c2cc(Br)ccc21
30. O=C(Nc1ccc2[nH]c(=O)[nH]c2c1)C(F)(F)F
31. CC(C)[C@H](NC(=O)NC1CCCC1)C(=O)O
32. NC(=O)C1CC12c1ccccc1-c1ccccc12 (stereo not drawn)

Screen / compound no.	25	26	27	28	29	30	31	32
Apaf-1 inh	1	1	2	-14	19	-3	-4	6
SENP8 block-1	1	-2	3	-6	-1	-7	-1	4
SENP1 inh	2	2	1	1	1	0	-2	-1
SENP6 block	-6	-8	16	-8	1	2	-10	-8
SENP7 block	5	0	11	13	9	-4	0	3
SENP8 block-2	6	-11	14	20	10	19	12	16
HKDC1 inhibitor	2	-1	3	-3	-9	-3	-10	2
PfGluPho inh	3	8	-1	-4	1	-6	-26	-19

33. Cc1c(NC(=O)C(C)OC(=O)CC2CC3CCC2C3)c(=O)n(-c2ccccc2)n1C (stereo not drawn)
34. OCC1(Cc2ccccc2C(F)(F)F)CCN(Cc2ccncc2)CC1
35. Cc1ccc(S(=O)(=O)Nc2ccccc2F)cc1C(=O)NCCCN1CCCC1=O
36. CCCC[C@@H]1CNC(=O)C(=O)N1CCc1cc(C(F)(F)F)cc(C(F)(F)F)c1
37. CCCCN1C(=O)NC(c2ccc(OC)cc2)C(C(=O)OCc2ccccc2)=C1C (stereo not drawn)
38. COc1cc2c(C#N)c(N3CCCCC3)nc(N)c2c(N)n1
39. COc1ccc2cc(C(=O)OC(C)C)sc(=O)c2c1OC
40. CCOc1ccc(S(=O)(=O)N2CC(=O)Nc3ccccc32)cc1C#N

Screen / compound no.	33	34	35	36	37	38	39	40
Apaf-1 inh	-11	-8	-11	6	15	97*	12	2
SENP8 block-1	10	-9	0	-5	3	62*	-3	-5
SENP1 inh	0	-1	1	0	-1	8	-2	-2
SENP6 block	21	1	-5	-17	-8	66*	1	8
SENP7 block	5	-6	6	-2	-18	41	9	-3
SENP8 block-2	16	17	11	15	12	-412	-113	11
HKDC1 inhibitor	-5	-4	-4	1	-3	16	-3	-1
PfGluPho inh	5	-12	-4	-1	-16	13	9	3

41. COc1ccc(CCN=C(C)c2cc(C)c(C)cc2O)cc1OC
42. Cc1ccc(CNC(=O)C2CCC(=O)N(CCCN3CCOCC3)C2)cc1 (stereo not drawn)
43. CO/N=C/c1ccc(N2CCOCC2)c([N+](=O)[O-])c1
44. COc1ccc(-c2noc(CN(C)S(=O)(=O)c3ccccc3)n2)cc1OC
45. O=C(NCCCn1ccnc1)c1ccc(Cl)c(Cl)c1
46. CCOc1ccc(S(=O)(=O)N2CCN(C(=O)C3CC3C)CC2)cc1 (stereo not drawn)
47. CC[C@@]12C(=O)N(c3cccc(Br)c3)C(=O)N1[C@H](c1ccc(Cl)cc1)[C@@H]1C(=O)N(C3CCCCC3)C(=O)[C@@H]12
48. CSCC(=O)NS(=O)(=O)c1ccc(C)cc1

Screen / compound no.	41	42	43	44	45	46	47	48
Apaf-1 inh	-1	12	-4	7	2	-6	8	-1
SENP8 block-1	3	-4	-6	-7	-3	5	-12	4
SENP1 inh	4	3	4	-3	5	4	2	-1
SENP6 block	9	1	-6	-9	-11	11	-15	5
SENP7 block	2	-5	2	9	-11	-5	-2	-4
SENP8 block-2	19	-1	1	12	11	10	21	0
HKDC1 inhibitor	-7	1	-1	0	-6	2	5	-4
PfGluPho inh	3	-11	-5	11	-3	-2	19	4

The closing 4 compounds of the part above come first, to join the parts.
45. O=C(NCCCn1ccnc1)c1ccc(Cl)c(Cl)c1
46. CCOc1ccc(S(=O)(=O)N2CCN(C(=O)C3CC3C)CC2)cc1 (stereo not drawn)
47. CC[C@@]12C(=O)N(c3cccc(Br)c3)C(=O)N1[C@H](c1ccc(Cl)cc1)[C@@H]1C(=O)N(C3CCCCC3)C(=O)[C@@H]12
48. CSCC(=O)NS(=O)(=O)c1ccc(C)cc1
49. CCN(C(=O)COC(=O)CCn1c(C)csc1=O)c1c(N)n(Cc2ccccc2)c(=O)[nH]c1=O
50. COc1ccc(CNC(=O)COc2ccc(S(=O)(=O)N3CCOCC3)cc2)cc1
51. CC(=O)Nc1ccc(Cc2ccc3[nH]c(=O)cc(C)c3c2)cc1
52. Cc1ccc(S(=O)(=O)NCc2ccc3c(c2)OCO3)cc1C
53. Cn1c(=O)c2[nH]c(CCNC(=O)c3ccccc3)nc2n(C)c1=O
54. CC(=O)Nc1cccc(S(N)(=O)=O)c1C
55. Cc1ccc(S(=O)(=O)NC(=O)c2cc(C)n(CCCN3CCOCC3)c2C)cc1
56. Clc1ccc(Nc2ccc(-n3ccnc3)nn2)cc1Cl

Screen / compound no.	45	46	47	48	49	50	51	52	53	54	55	56
Apaf-1 inh	2	-6	8	-1	-7	12	-2	14	.	-13	13	4
SENP8 block-1	-3	5	-12	4	-1	16	-4	13	.	6	0	-1
SENP1 inh	5	4	2	-1	-6	0	.	0	-8	3	-113	-18
SENP6 block	-11	11	-15	5	-13	5	-10	16	.	-2	22	10
SENP7 block	-11	-5	-2	-4	2	-5	1	2	.	2	5	-2
SENP8 block-2	11	10	21	0	-10	0	.	21	-3	7	-40	-66
HKDC1 inhibitor	-6	2	5	-4	-2	-6	.	-7	-6	-3	-6	0
PfGluPho inh	-3	-2	19	4	1	-6	.	15	-6	-3	-6	26

An excerpt from above in order of their number in SENP7 block, highest first.
No. | Compound | SENP7 block
55 | Cc1ccc(S(=O)(=O)NC(=O)c2cc(C)n(CCCN3CCOCC3)c2C)cc1 | 5
52 | Cc1ccc(S(=O)(=O)NCc2ccc3c(c2)OCO3)cc1C | 2
50 | COc1ccc(CNC(=O)COc2ccc(S(=O)(=O)N3CCOCC3)cc2)cc1 | -5

Next results.
57. CC(=O)OCC(=O)Nc1ccc([N+](=O)[O-])cc1Cl
58. CS(=O)(=O)N(CC(O)CON=C1c2ccccc2-c2ccccc21)c1ccc(F)cc1 (stereo not drawn)
59. CCCc1cnc(N2CCN(C(=O)c3ccc(F)cc3)CC2)nc1
60. COc1cccc(-c2nnc(Nc3nc4c(F)cccc4s3)o2)c1
61. O=Cc1cc(Cl)ccc1OCCN1CCC(Cc2ccccc2)CC1

Screen / compound no.	57	58	59	60	61
Apaf-1 inh	-18	3	4	13	9
SENP8 block-1	-2	-4	5	84*	-1
SENP1 inh	1	0	0	-31	0
SENP6 block	7	-15	-7	90*	-6
SENP7 block	6	0	-5	37	-1
SENP8 block-2	12	-5	-56	-278	7
HKDC1 inhibitor	-6	-4	-4	5	5
PfGluPho inh	8	9	1	-2	-5
